Source: PubChem
PLK1 PBD inh = qHTS for Inhibitors of PLK1-PDB (polo-like kinase 1 - polo-box domain): Primary Screen. Plk1 PBD binding of FITC phosphopeptide, fluorescence polarization. Potency, µM, inactives show max response, negative = inhibition, hits mostly inhibitors. 360,000 tested, 2.8% active; note: potency is the fitted concentration of half-maximal effect; series mostly up to about 57 µM; % is set by controls: 0 for no effect and ±100 for the full control effect; nearly all actives have a fitted effect of over 65% in size
Target sequence (P53350 whole entry, looked up, the tested form may be a part): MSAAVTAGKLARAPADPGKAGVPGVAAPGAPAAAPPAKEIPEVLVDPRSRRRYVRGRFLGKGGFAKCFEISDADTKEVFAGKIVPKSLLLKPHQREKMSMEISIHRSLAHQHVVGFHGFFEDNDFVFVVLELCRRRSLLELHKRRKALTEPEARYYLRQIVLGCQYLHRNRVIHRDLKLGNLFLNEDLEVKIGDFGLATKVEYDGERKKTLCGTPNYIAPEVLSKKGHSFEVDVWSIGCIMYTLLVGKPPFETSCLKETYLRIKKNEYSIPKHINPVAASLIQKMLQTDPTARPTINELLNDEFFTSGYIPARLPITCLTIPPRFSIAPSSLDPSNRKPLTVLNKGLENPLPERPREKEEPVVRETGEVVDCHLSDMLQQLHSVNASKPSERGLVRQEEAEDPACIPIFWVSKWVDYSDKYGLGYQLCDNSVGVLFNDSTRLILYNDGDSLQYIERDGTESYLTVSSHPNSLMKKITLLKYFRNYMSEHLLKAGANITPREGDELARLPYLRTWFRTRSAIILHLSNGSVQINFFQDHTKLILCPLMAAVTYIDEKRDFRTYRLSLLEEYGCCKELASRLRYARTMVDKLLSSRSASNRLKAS
EPAC1 ag = qHTS for Agonist of cAMP-regulated guanine nucleotide exchange factor 3 (EPAC1): primary screen. Rap guanine nucleotide exchange factor 3 (Homo sapiens), O95398. EPAC1 agonist qHTS, biochemical assay; response scale: 100% = response to 6.5 mM cAMP. Potency, µM (series often up to 154 µM), without a hit: top-dose activation, usual class: activators. 360,000 tested, 0.073% active; note: potency is the fitted concentration of half-maximal effect; nearly all actives have a fitted effect of over 60% in size
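Read-out is the fluorescence drop as BODIPY-GDP leaves Rap1B (480 nm excitation, 540 nm emission), recorded every 5 minutes over 30 minutes. Reactions held 100 nM EPAC1, 250 nM Rap1B–BODIPY-GDP and 50 uM GDP, with 6.5 mM cAMP setting full activation.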
EPAC1 antagonist = qHTS for Antagonist of cAMP-regulated guanine nucleotide exchange factor 3 (EPAC1): primary screen; Rap guanine nucleotide exchange factor 3 (Homo sapiens), O95398; 360,000 tested, 0.14% active; EPAC1 GEF assay, Rap1b-BODIPY-GDP exchange fluorescence; Potency, µM (highest dose often 115 µM), for the others: top-dose activity change, negative = inhibition, hits mostly inhibitors;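 note: potency is the fitted concentration of half-maximal effect; plate controls were vehicle for no effect and positive control for full effect; nearly all actives have a fitted effect of over 50% in size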
PI5P4K alpha inh = qHTS for Inhibitors of phosphatidylinositol 5-phosphate 4-kinase (PI5P4K); Phosphatidylinositol 5-phosphate 4-kinase type-2 alpha (Homo sapiens), P48426; PI5P4Kalpha enzyme, ADP-Glo luminescence, 60 min; hits give low values; max response, %; 330,000 tested, 1.2% active; AID 652105, 2013; active = max response of -50% or lower; inconclusive = between -30% and -50%; inactive = -30% or higher; note: value at the top dose of about 77 µM; % is set by controls: 0 for no effect and ±100 for the full control effect
Target sequence (P48426 whole entry, looked up): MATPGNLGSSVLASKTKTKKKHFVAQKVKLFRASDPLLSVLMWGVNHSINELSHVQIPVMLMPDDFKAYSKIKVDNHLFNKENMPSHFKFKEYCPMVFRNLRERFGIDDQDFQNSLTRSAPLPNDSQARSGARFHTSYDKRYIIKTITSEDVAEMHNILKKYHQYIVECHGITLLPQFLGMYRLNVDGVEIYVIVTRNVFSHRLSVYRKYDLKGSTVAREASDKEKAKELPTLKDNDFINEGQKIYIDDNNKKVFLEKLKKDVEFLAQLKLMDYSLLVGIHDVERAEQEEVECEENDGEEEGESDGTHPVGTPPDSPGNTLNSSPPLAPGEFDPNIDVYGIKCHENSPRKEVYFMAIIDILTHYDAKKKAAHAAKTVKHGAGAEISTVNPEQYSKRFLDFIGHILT
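ADP-Glo luminescence end-point read after a 60 min room-temperature kinase reaction of PI5P4Kalpha plus substrate, initiated with ATP at 5 microM final. Buffer: 0.038 M HEPES pH 7.4, EGTA, 0.1% CHAPS, 5% DMSO.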
WRN inhibitor = qHTS for Inhibitors of WRN Helicase | Bifunctional 3'-5' exonuclease/ATP-dependent helicase WRN (Homo sapiens), Q14191 | WRN helicase unwinding, fluorescent forked duplex, kinetic | Potency, µM (series often up to 114 µM), for the others: top-dose activity change, negative = inhibition, actives largely listed as inhibitors | 360,000 tested, 0.46% active | AID 651768, 2012; note: potency is the fitted concentration of half-maximal effect; % is set by controls: 0 for no effect and ±100 for the full control effect; nearly all actives have a fitted effect of over 55% in size
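Screening of the MLSMR collection measured strand separation of a quenched forked DNA duplex (100 nM) by 20 nM WRN with 2 mM ATP, all final. Compounds were preincubated with enzyme 15 min at room temperature.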
IL2 activator = qHTS of IL-2 Activators. 360,000 tested, 0.065% active. AID 652025, 2013. activation, % (series mostly up to about 46 µM). IL-2 activation reporter assay, cell-based qHTS; stimulated with anti-CD3/CD4/CD28 beads; in transgenic mouse T cells; in the data active = activation above about 50%; inconclusive = mostly about 30% to 49%; note: 0% is about no effect
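Readout is EGFP and DsRed signal by fluorescent plate cytometry after 18 h at 37 degrees C. Transgenic mouse T cells (750/well) received compound for 60 min before bead stimulation (anti-CD3, anti-CD4, anti-CD28); memory T cells served as non-tolerant control.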
FUS yeast rescue = qHTS for Suppressors of FUS Proteinopathy: Primary screen using FUS-linked yeast assay. S. cerevisiae FUS-expressing, growth rescue, OD600, 24 h. Potency, µM (highest dose often 76.6 µM), inactives show top-dose growth rescue (activation), hits mostly activators. 390,000 tested, 0.24% active;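 note: potency is the fitted concentration of half-maximal effect; plate controls were DMSO vehicle for no effect and reference control for full effect; nearly all actives have a fitted effect of over 55% in size; some results filed as inactive show a strong effect at the top dose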
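Toxicity suppression screen in FUS-yeast. Cells induced with 2% galactose, starting OD 0.005, treated 24hr at 30C with compounds at multiple final concentrations; growth by OD600.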
Abeta yeast res = qHTS for compounds that reverse cellular toxicity of Amyloid beta (A-beta) peptide in yeast: Primary Screen; Potency, µM (top dose mostly 46.1 µM), for inactives: top-dose growth rescue, most hits filed as activators; 410,000 tested, 0.063% active; yeast expressing A-beta42, growth rescue, OD600, 48 h; response scale: 0% DMSO, 100% iron-clioquinol control; note: potency is the fitted concentration of half-maximal effect; nearly all actives have a fitted effect of over 55% in size
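Yeast A-beta toxicity model in growth medium with pinned compounds, 48 h at 30 C; growth read as absorbance at 600 nm. Normalized to FeCl3/clioquinol equimolar mix (positive) and DMSO (negative).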
aSyn yeast inh = qHTS of alpha-syn Inhibitors | Yeast expressing alpha-synuclein, growth rescue, BacTiter-Glo, 24 h | Potency, µM (highest dose often 46.1 µM), without a hit: top-dose growth rescue (activation), hits mostly activators | 370,000 tested, 0.14% active | AID 652106, 2013; note: potency is the fitted concentration of half-maximal effect; % of control where 0% means no effect; nearly all actives have a fitted effect of over 65% in size
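Screening used galactose-induced yeast with toxic alpha-synuclein levels, exposed to compound for 24 hr at 30 deg C. Cell growth, read with BacTiter-Glo luminescence, gave the measured signal.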
* hit, by the source's call; ? = inconclusive; / = not tested or not shown; & = joins results of further samples; [ ] = dose if it differs, or a comment. Unless noted, calls come from the whole dose curve; as a rule, active = well fitted curve in the direction sought with a large enough effect; inconclusive = small, poorly fitted or top-dose-only effect, or another doubt; inactive = no such curve, though single readings can be large; an effect the other way counts as inactive or inconclusive.

SMILES	PLK1 PBD inh	EPAC1 ag	EPAC1 antagonist	PI5P4K alpha inh	WRN inhibitor	IL2 activator	FUS yeast rescue	Abeta yeast res	aSyn yeast inh
Cc1noc(/C=C/N(C)C)c1S(=O)(=O)N1CCCC(C(=O)N2CCc3ccccc32)C1 (stereo not given)	-14%	17%	-18%	-14	-1%	-3.2	38%	7%	3%
CC(C)C(c1nnnn1Cc1cccs1)N1CCN(C(=O)c2ccco2)CC1 (stereo not given)	19µM*	12%	-7%	-14	4%	-1.4	10%	-4%	-2%
COc1ccc(C(=O)NCC2OCCc3ccccc32)c(O)c1 (stereo not given)	5%	1%	12%	-5	2%	-2.0	11%	-40%[inhibitor]	-12%
COCCCN1C(=O)C(CC(=O)NCCN2CCOCC2)CC(C(=O)N(C(C)C)C(C)C)=C1C (stereo not given)	3%	-6%	-10%	1	-6%	-0.4	-31%	-11%	5%
CC1(C)CC(=O)C=C(Nc2ccccn2)C1	-7%	-1%	8%	/	-1%	-1.4	-15%	26%	-1%
CC1SC(=NC(=O)C(C)N2C(=O)c3ccccc3C2=O)NC1=O (stereo not given)	?	-2%	0%	4	-10%	0.1	19%	-7%	-11%
CCNC(=S)/N=C(/Nc1ccccc1)Nc1nc(C)cc(C)n1	0%	25%	-16%	-12	-4%	-2.4	4%	-14%	-22%
O=C(CN1CCN(Cc2ccccc2F)C1=O)NCc1ccco1	-3%	2%	1%	/	4%	-1.7	21%	-9%	0%
COCOCCn1cc(CN2CCS(=O)(=O)N(Cc3ccc(-c4ccncc4)cc3)C(C)C2=O)nn1 (stereo not given)	-7%	-1%	7%	-1	-1%	-0.7	-28%	-7%	1%
CCc1c(C)nc2nc(NC(C)=O)[nH]n2c1=O	-1%	1%	-6%	/	-7%	0.9	1%	0%	0%
CCCN(C1CCS(=O)(=O)C1)S(=O)(=O)c1ccc(F)cc1 (stereo not given)	-4%	10%	12%	-4	0%	0.7	-10%	3%	2%
COc1ccc(C2=NN(C(=O)CCC(=O)O)C(c3ccccc3OC)C2)cc1 (stereo not given)	0%	4%	4%	2	-3%	0.5	1%	?	20%
CS(=O)(=O)Nc1ccc(C(=O)NC2CCCCC2)cc1	-7%	3%	-20%	0	3%	-0.8	27%	-5%	-3%
Cc1cc2nc3c(=O)[nH]c(=O)[nH]c3nc2c([N+](=O)[O-])c1N	13µM*	89µM*	15%	-76*	50µM*	2.3	13%	-7%	-1%
O=C(Nc1ccc(S(=O)(=O)Nc2ncccn2)cc1)C1=COCCO1	-28%	6%	-10%	-17	-32%	-0.3	/	-2%	1%
CC1(C)Cc2nc3sc4c(SCC(=O)NCc5ccco5)ncnc4c3cc2CO1	-16%	-23%	7%	-15	-24%	-0.3	28%	-8%	-1%
CCN(CC)C(=O)CC1(c2ccccc2OC)CCOC(C(C)C)C1 (stereo not given)	-3%	-4%	11%	/	17%	-1.2	12%	13%	4%
O=C(CCS(=O)(=O)Cc1ccccc1F)NCc1ccccc1Cl	-20%	7%	5%	-6	12%	0.0	18%	-1%	0%
COc1cc2c(=O)n(CCC(=O)NCC3CCCO3)c(=O)n(CC(=O)Nc3ccc(C)cc3C)c2cc1OC (stereo not given)	-4%	3%	9%	-1	1%	1.0	17%&-6%	29%&0%	3%
CC1(C)Cc2ccccc2-c2nnc(-c3cccnc3)n21	-12%	2%	8%	-2	-6%	-3.7	37%	-19%	-11%
O=C(COC(=O)Cc1ccccc1[N+](=O)[O-])NCc1ccccc1Cl	0%	12%	-2%	2	-7%	2.8	12%	6%	0%
CCCCn1c(N)c(N(CCC(C)C)C(=O)c2ccc(C)c(S(=O)(=O)N3CCOCC3)c2)c(=O)[nH]c1=O	-3%	-5%	13%	-1	4%	-4.5	21%	4%	5%
Cc1c(OCC(=O)N[C@H](C(=O)O)c2ccccc2)ccc2c3c(c(=O)oc12)CCCC3	-6%	-5%	3%	-10	-6%[11.6 µM]	-0.4	-3%	4%	4%
Cn1c(=O)n(C)c2cc(CNC(=O)[C@H]3O[C@@H](n4cnc5c(N)ncnc54)[C@H](O)[C@@H]3O)ccc21	-4%	6%	-5%	-4	-8%	1.5	-14%	-17%	2%
COC(=O)c1[nH]c2ccccc2c1NC(=O)CN1CCCc2ccccc21	-8%	9%	-3%	-24	-28%	3.9	36%	1%	16%
O=C(c1cccs1)N1CCN(Cc2cn[nH]c2-c2ccc(F)cc2F)CC1	-7%	-19%	-6%	-4	-1%	-3.2	0%	-18%	-6%
Cc1cc2cc(CN(Cc3cccs3)S(=O)(=O)c3ccc4c(c3)OCCO4)c(=O)[nH]c2cc1C	0%	3%	5%	2	6%	-1.6	-27%	8%	-1%
COc1ccccc1NC(=O)COC(=O)CN1C(=O)C(=O)c2ccccc21	-2%	4%	22%	1	2%	2.6	20%	6%	-1%
CCN(CC(=O)Nc1c(F)cccc1F)C(=O)c1cc([N+](=O)[O-])ccc1N1CCCCC1	-3%	1%	3%	-6	4%	-2.3	9%	22%	5%
Cc1ccc(C)c(S(=O)(=O)N2CCN(C(=O)CNC(=O)c3ccc4ccccc4c3)CC2)c1	-5%	14%	-12%	-5	-15%	0.3	35%	22%	7%
COC(CN1CCc2c(C)nc3c(C#N)cnn3c21)OC	-11%	8%	7%	-3	1%	-1.3	-3%	-1%	-3%
COc1cccc2sc(N(CCN(C)C)C(=O)c3ccc4c(c3)CCCC4)nc12	-7%	5%	-16%	4	-2%	-1.1	26%	-22%	-2%
CC(C)c1nccn1S(=O)(=O)c1cccc([N+](=O)[O-])c1	2%	5%	-8%	-5	-9%	-3.5	/	10%	2%
Fc1ccc(C2CCCCN2Cc2nc(CC3CC3)no2)cc1 (stereo not given)	2%	-5%	4%	4	-1%	-2.2	0%	21%	6%
Cc1ccc(C)c(NC(=O)CSc2nnc3n2CCCCC3)c1	-1%	-12%	-15%	-4	6%	-3.6	-22%	0%	-1%
COC(=O)c1ccc(C)c(NS(=O)(=O)c2ccc(OC)cc2)c1	-5%	-4%	-4%	3	-6%	-0.2	/	-31%[inhibitor]	8%
C=CCC[C@H](Cc1ccc(F)cc1)C(=O)OC[C@H](Cc1c[nH]c2ccccc12)NC(=O)[C@H](CC=C)CC(=O)NCCO	5%	-7%	-21%	24	-4%	-0.4	?	3%	-7%
CC1(C(=O)NS(=O)(=O)c2cccs2)CCN1C(=O)Cc1ccccc1 (stereo not given)	-3%	13%	7%	-2	3%	-0.1	-7%	-12%	0%
CC(=O)C1=C(c2ccccc2)NC(=O)NC1c1ccccc1 (stereo not given)	-5%	13%	10%	-2	1%	1.8	-16%	-8%	2%
COc1ccc(CCNS(=O)(=O)c2cn(C)cn2)cc1OC	-8%	14%	-6%	-7	-1%	-0.5	12%	-7%	-14%
NC(=O)c1ccc(N2CCN(S(=O)(=O)c3cccs3)CC2)c([N+](=O)[O-])c1	-11%	12%	2%	0	4%	-0.8	-25%	-10%	0%
Cc1cc(C)n(CC(=O)O)n1	-9%	6%	5%	0	6%[57.1 µM]	-0.8	27%	5%	-3%
COc1ccc(C2c3[nH]c4ccccc4c3CCN2CCCn2cccn2)c(C)c1C (stereo not given)	-10%	20%	?	2	-30%	-1.3	17%	-10%	5%
Cc1cc(C)nc(Nc2n[nH]c(-c3ccccc3Br)n2)n1	-8%	-7%	-1%	-5	10%[57.1 µM]	-1.8	16%	-17%	-6%
O=C(CSC1=NCCS1)NC1CCCCC1	-2%	-3%	-6%	-6	-5%	-1.6	-62%[inhibitor]	14%[9.22 µM]	-14%
CCN(CC)C(=O)c1[nH]cnc1C(=O)Nc1ccccc1	5%	-7%	2%	-3	5%	0.9	-14%	-2%	0%
CCOC(=O)CSC1=C(C#N)C(C)C2=C(CCCC2=O)N1 (stereo not given)	-10%	-2%	7%	-5	-1%	0.8	14%	2%	0%
CCOc1ccc(Br)cc1C1=CC(=O)C[C@H](c2ccc(OC)cc2)C1	-4%	-3%	-4%	9	-4%	0.2	25%	6%	0%

Quoted at random: two compounds from above, in no set order.
SMILES	PLK1 PBD inh	EPAC1 ag	EPAC1 antagonist	PI5P4K alpha inh	WRN inhibitor	IL2 activator	FUS yeast rescue	Abeta yeast res	aSyn yeast inh
Cc1c(OCC(=O)N[C@H](C(=O)O)c2ccccc2)ccc2c3c(c(=O)oc12)CCCC3	-6%	-5%	3%	-10	-6%[11.6 µM]	-0.4	-3%	4%	4%
CC1SC(=NC(=O)C(C)N2C(=O)c3ccccc3C2=O)NC1=O (stereo not given)	?	-2%	0%	4	-10%	0.1	19%	-7%	-11%

(listing goes on)
SMILES	PLK1 PBD inh	EPAC1 ag	EPAC1 antagonist	PI5P4K alpha inh	WRN inhibitor	IL2 activator	FUS yeast rescue	Abeta yeast res	aSyn yeast inh
CC(=O)c1sc2c(c1OC(=O)c1ccccc1)c(=O)n(-c1ccccc1)c(=S)n2-c1ccccc1	-4%	4%	2%	-4	2%	-1.6	/	10%	-1%
O=C(Cn1c(-c2ccccc2)c[n+]2ccsc12)c1ccc(Br)cc1	?	2%	6%	-11	1%	-2.3	15%	-8%	-3%
COc1ccc(CNC(=O)c2ccc(S(=O)(=O)N3CC(C)CC(C)C3)cc2)cc1OC (stereo not given)	3%	-21%	-7%	6	-5%	-4.4	/	0%	16%
O=[N+]([O-])c1ccc(COP(=O)(O)OCc2ccc([N+](=O)[O-])cc2)cc1	2%&-1%	5%&15%	1%&-12%	-6&4	8%&-3%	0.2&0.3	-2%&-12%	2%&-11%	7%&-6%
CCCN(C(=O)COC(=O)CNC(=O)c1ccc2ccccc2c1)c1c(N)n(Cc2ccccc2)c(=O)[nH]c1=O	-8%	14%	-19%	1	-4%	2.5	?	-1%	1%
